Source: PubChem
F508del corr: CFTR F508del correction in bronchial cells | CFBE cells, YFP halide quenching; stimulated with forskolin plus potentiator P3; % fluorescence drop versus neutral controls | actives 0.36% (n = 350,000) | activity (quench increase), % at 7.58 µM | AID 720511;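 active = mean added fluorescence quench of at least 8% versus neutral control, with both replicates also reaching 8%; inconclusive = only one of the mean or replicate conditions met; inactive = mean below 8% and not both replicates reaching 8%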;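 note: cells transiently co-express mutant CFTR-F508del with the halide-sensitive YFP; corrector assay measuring rescue of mutant channel to the surface after 24 h compound exposure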
PAX8 reporter: inhibitors of PAX8 transcriptional activity in RMG-I cells. actives 1.2% (n = 360,000). RMG-I TPO-luciferase reporter, SteadyGlo, 24 h. inhibition, % at 12.6 µM;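 active = mean replicate inhibition at least 60% with every replicate also reaching 60%; inconclusive = only one of the two criteria is met; inactive = mean below 60% and not all replicates reaching 60%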;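 note: luciferase light reporting Pax8 driven TPO promoter activity; plate controls were median of neutral control wells for no effect and mitoxantrone controls for full effect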
FN deposit inh: fibronectin deposition inhibition; actives 0.086% (n = 350,000); inhibition, % at 12.6 µM; AH1F fibroblasts, Alexa488-fibronectin deposition fluorescence, overnight;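 active = mean inhibition across replicates of 30% or more, regardless of how many single replicates reach that level; inconclusive = mean under 30% yet at least half of replicates reach 30%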;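 note: positive control wells lacked labelled fibronectin entirely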
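Assay system: AH1F fibroblasts assembling fluorescent fibronectin matrix; Amount: 10000 AH1F cells per well; Buffer or medium: DMEM, 2% serum; Probe or stimulus: Alexa488-fibronectin, 24 nM final in well; Doses: single compound dose, delivered by pin transfer; Incubation: 1 h adhesion, overnight exposure; Measured by: fluorescence 485/525 nm; Read-out: fibronectin deposition inhibition.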
miR-122 sensor: blocks miR-122 activity in Huh7 sensor cells. Huh7 miR-122 Renilla luciferase sensor, 48 h; neutral wells = 0, positive control = 100. activation (reporter increase), % at 12.5 µM. actives 0.3% (n = 340,000);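 active = mean replicate activation score at least 90 and every replicate individually at or above 90; inconclusive = only one of the two criteria met; inactive = neither criterion met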;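 note: higher luciferase means less miR-122 activity so hits act as miR-122 inhibitors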
EWS-Fli inh: blocks EWS/Fli oncoprotein-driven transcription; A673 NR0B1-luciferase reporter, viability-normalised; inhibition, % at 12.6 µM; actives 0.67% (n = 350,000); AID 651661;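 active = mean inhibition of at least 50% after viability correction, with every replicate also passing that limit; inconclusive = mean reaches 50% but only one of two replicates passes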;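 note: firefly luciferase signal divided by Alamar Blue viability fluorescence both relative to DMSO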
INS-1E GSIS act: primary screen for activators of insulin secretion dependent on glucose, INS-1E cells, GLuc reporter luminescence; INS-1E GLuc reporter insulin secretion, 2-3 h; activation, % at 16.6 µM; actives 0.61% (n = 370,000); AID 743287;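 active = lowest replicate activation of at least 40%, so every replicate reaches that level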;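 note: 0% = median of neutral control wells and 100% = median of IBMX positive control wells; some compounds called inactive have numbers as strong as hits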
DENV2 CPE rescue: inhibitors of DENV2 cytopathic effect; CPE inhibition, % at 9.99 µM; DENV2-infected cells, cytopathic effect rescue, plate reader; actives 1.7% (n = 350,000); AID 651640; in the data active = CPE inhibition above about 20%, passing the limit was not always enough; inconclusive = no clear call, values can overlap the other calls; tested in BHK-21 cells;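 note: 0% = median of neutral control wells and 100% = median of positive control wells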
Starred values were filed as active, the others as inactive; ? = inconclusive; nt = not tested or not shown; [ ] = remark or other dose.

SMILES	F508del corr	PAX8 reporter	FN deposit inh	miR-122 sensor	EWS-Fli inh	INS-1E GSIS act	DENV2 CPE rescue
C[C@H](CO)N1C[C@H](C)[C@H](CN(C)Cc2ccc3c(c2)OCO3)Oc2ccc(NS(=O)(=O)c3ccc(Cl)cc3)cc2C1=O	-1.2	-9	5	-9[16.7 µM]	9	-24	-5
CC(NC(=O)COC(=O)c1cc([N+](=O)[O-])ccc1N1CCOCC1)c1ccccc1 (configuration not stated)	-0.3	-7	-2	nt	nt	31	-1
O=C(O)Cc1nn(Cc2ccc(Cl)cc2)c(=O)c2ccccc12	2.0	-3	5	-4	7	7	2
CO[C@H]1CN(C)C(=O)c2ccc(NS(=O)(=O)c3cn(C)cn3)cc2OC[C@H](C)N(C)C[C@@H]1C	1.8	13	0	nt	nt	-4	-6
Cn1c(C(=O)N2CCN(C(=O)c3ccco3)CC2)cc2c(=O)n3ccccc3nc21	nt	25	0	3	nt	nt	nt
CC(C)CN1C(=O)CSCC1(C)C(=O)Nc1ccc2c(c1)OCCO2 (configuration not stated)	0.4	-1	-2	nt	-3	7	-1
Cc1ccc(S(=O)(=O)N(C)C[C@@H]2OCCCC[C@@H](C)Oc3ccc(NC(=O)CCCN(C)C)cc3C(=O)N([C@@H](C)CO)C[C@@H]2C)cc1	-1.3	-2	2	0[16.7 µM]	-7	10	3
COc1ccc(-c2n[nH]c(=S)n2/N=C/C=C/c2ccccc2OC)cc1	nt	20	1	68	3	66	4
COc1ccc(Br)c(C(=O)Nc2ccc(F)cc2)c1	0.2	-13	12	nt	8	-3	2
CCN(CC)S(=O)(=O)c1ccc(-c2cn3cc(Cl)ccc3n2)cc1	-2.3	13	-1	-1	-56	40	-4
CCOc1ccc(NC(=O)CN(C)C(=O)CSCc2cccc(C)c2)cc1OCC	3.6	3	-3	nt	-3	-15	3
CO[C@H]1CN(C)C(=O)c2cc(NS(C)(=O)=O)ccc2OC[C@H](C)N(Cc2cncnc2)C[C@H]1C	2.1	-1	-5	nt	-4	13	-5
COc1cccc(NC(=O)Cn2cc3c(n2)CCCCC3)c1	2.4	1	5	-2	-6	-28	4
N#C/C(=C\c1ccccc1)C(=O)OCC(=O)N1CCCC1	-0.4	-2	-4	nt	-15	3	2
C/C=C/c1ccc2c(c1)O[C@@H](CN(C)C(=O)CC1CC1)[C@@H](C)CN([C@H](C)CO)S2(=O)=O	1.4	nt	-3	4[16.7 µM]	-2	9	6
CC(C)NC(=S)NC1(C)CCS(=O)(=O)C1 (configuration not stated)	nt	-4	-2	nt	nt	8	nt
Cc1ccc(Oc2ccc(Cl)cc2N)cc1	nt	-25	nt	nt	-48	20	-9
COC(=O)c1c(O)cc(C(C)(C)C)n(-c2ccccc2)c1=O	nt	20	-11	-3	nt	3	nt
CCOc1cccc(/C=N/NC(=S)Nc2ccccc2[N+](=O)[O-])c1O	2.3	40	-24	15	31	3	5
CCOC(=O)c1cc(C#N)c(N2CCN(C(=O)c3cccc(C(F)(F)F)c3)CC2)nc1C(F)(F)F	-7.6	43	15	nt	22	-28	-4
C[C@H]1CN([C@@H](C)CO)C(=O)c2cc(C#CCN(C)C)cnc2O[C@@H]1CN(C)Cc1cccc(C(=O)O)c1	0.6	nt	nt	-6[16.7 µM]	-10	11	?
COc1ccc(CNC(=S)N/N=C(\C)c2ccc(OC)cc2)cc1	0.2	-10	-7	3	-6	0	-4
CC(=O)c1sc(NC(=O)c2ccc(Br)o2)nc1C	0.0	-128	nt	-4	-25	14	0
OC(COCc1ccc(Cl)cc1)CN1CCN(c2ccccn2)CC1 (configuration not stated)	nt	2	2	-11	nt	37	nt
COC(=O)c1sc2nc(C)cc(-c3ccccc3)c2c1N	nt	-7	-2	nt	nt	32	nt
CN1C(=O)c2cc(NC(=O)Nc3cccc(Cl)c3)ccc2OC[C@H]2O[C@@H](CC(=O)NCCc3ccncc3)CC[C@@H]21	-2.3	-3	1	22[16.7 µM]	-6	-24	3
CN(Cc1ccccc1)C(=O)CCCn1c(=O)c2cccn2c2cccnc21	0.4	17	4	-11	nt	16	-3
C[C@@H]1CCCCO[C@H](CN(C)Cc2ccc(C(F)(F)F)cc2)[C@H](C)CN([C@H](C)CO)C(=O)c2cc(NC(=O)Cc3ccccc3)ccc2O1	-0.6	83*	4	-11[16.7 µM]	16	-11	-22
CCc1ccc(CNC(=O)C2CC(=O)N(CCc3ccc(C)cc3)C2)cc1 (configuration not stated)	nt	nt	11	-1	nt	-12	nt
CCOc1ccc(NC2C=CS(=O)(=O)C2)cc1 (configuration not stated)	nt	7	-19	1	nt	nt	nt

9 entries already listed, sorted by molar mass, highest first:
SMILES	F508del corr	PAX8 reporter	FN deposit inh	miR-122 sensor	EWS-Fli inh	INS-1E GSIS act	DENV2 CPE rescue
C[C@@H]1CCCCO[C@H](CN(C)Cc2ccc(C(F)(F)F)cc2)[C@H](C)CN([C@H](C)CO)C(=O)c2cc(NC(=O)Cc3ccccc3)ccc2O1	-0.6	83*	4	-11[16.7 µM]	16	-11	-22
CN1C(=O)c2cc(NC(=O)Nc3cccc(Cl)c3)ccc2OC[C@H]2O[C@@H](CC(=O)NCCc3ccncc3)CC[C@@H]21	-2.3	-3	1	22[16.7 µM]	-6	-24	3
CCOC(=O)c1cc(C#N)c(N2CCN(C(=O)c3cccc(C(F)(F)F)c3)CC2)nc1C(F)(F)F	-7.6	43	15	nt	22	-28	-4
CN(Cc1ccccc1)C(=O)CCCn1c(=O)c2cccn2c2cccnc21	0.4	17	4	-11	nt	16	-3
OC(COCc1ccc(Cl)cc1)CN1CCN(c2ccccn2)CC1 (configuration not stated)	nt	2	2	-11	nt	37	nt
CCOc1cccc(/C=N/NC(=S)Nc2ccccc2[N+](=O)[O-])c1O	2.3	40	-24	15	31	3	5
CC(=O)c1sc(NC(=O)c2ccc(Br)o2)nc1C	0.0	-128	nt	-4	-25	14	0
COC(=O)c1sc2nc(C)cc(-c3ccccc3)c2c1N	nt	-7	-2	nt	nt	32	nt
CCOc1ccc(NC2C=CS(=O)(=O)C2)cc1 (configuration not stated)	nt	7	-19	1	nt	nt	nt

Additional entries.
SMILES	F508del corr	PAX8 reporter	FN deposit inh	miR-122 sensor	EWS-Fli inh	INS-1E GSIS act	DENV2 CPE rescue
O=C(NCc1cccs1)C1CCCN1C(=O)NC1CCCCC1 (configuration not stated)	nt	-14	2	-2	nt	7	nt
CO[C@H]1CN(C)C(=O)c2ccc(NC(=O)C3CC3)cc2OC[C@H](C)N(C(=O)NC(C)C)C[C@H]1C	-0.6	-2	-2	nt	-4	11	6
Nc1c(C(=O)N/N=C/c2ccc(F)cc2)oc2nc(-c3ccccc3)cc(-c3ccco3)c12	1.5	10	-4	-5	5	8	0
O=C1CCCN1CCCNC(=S)Nc1ccc(Nc2ccccc2)cc1	1.6	5	-3	20	1	5	4
COc1ccc(O)c(/C=N/NC(=O)CN2CCS(=O)(=O)CC2)c1	3.2	0	1	-10	-2	-7	54*
CCOc1ccc(/C=N/NC(=O)CNC(=O)c2ccc(S(=O)(=O)N3CCOCC3)cc2)cc1	1.7	-4	0	-4	14	-3	-13
COc1cccc(CNC(=O)c2ccc(OCC(=O)N3CCOCC3)c(OC)c2)c1	-0.8	-3	1	-1	2	6	8
CC(C)C(NS(=O)(=O)c1cccs1)C(=O)Nc1nc(C(C)(C)C)cs1 (configuration not stated)	2.9	nt	nt	nt	-2	-16	nt
CCCNC(=O)N(C)C[C@@H]1Oc2ncc(C#C[C@@H](C)O)cc2C(=O)N([C@H](C)CO)C[C@H]1C	-0.8	nt	9	-3[16.7 µM]	-5	24	2
COc1cccc(C2CC(c3cccs3)=NN2C(=O)CCC(=O)O)c1OC (configuration not stated)	-0.5	6	-3	0	-9	2	0
Cc1ccc(NC(=O)C2CCC2)cc1S(=O)(=O)N1CCCCCC1	-2.0	18	0	-5	10	-4	-5
COc1cc(C(=O)COC(=O)c2ccc3c(c2)OCCO3)cc(OC)c1OC	-0.7	2	1	-5	-1	nt	-2
CN(Cc1ccccc1)C(=O)c1ccc(NC(=O)Cc2ccc(NC(=O)C3CCCN(C(=O)C4CCCC4)C3)cc2)cc1 (configuration not stated)	2.0	15	13	-2	-1	-5	4
O=C1CNC[C@@H]2[C@H](c3ccc(C4=CCCCC4)cc3)[C@@H](CO)N12	1.8	-29	-8	nt	3	19	-4
CC1(C)C2CCC1(CS(=O)(=O)Nc1cccc(S(N)(=O)=O)c1)C(=O)C2 (configuration not stated)	3.8	-7	1	-5	1	11	-7
COc1ccc(-c2cc(=O)oc3cc(OC(C)C(=O)NCC4CCC(C(=O)O)CC4)ccc23)cc1 (configuration not stated)	-3.1	nt	nt	-4	0	7	-1
CCCS(=O)(=O)c1c(S(=O)(=O)CCC)c2ccc(C(N)=O)cn2c1C(=O)c1ccccc1	0.6	-11	2	8	6	-2	-4
COc1ccc(S(=O)(=O)Nc2cccc3c2O[C@H](CN(C)S(=O)(=O)c2ccc(OC)cc2)[C@H](C)CN([C@H](C)CO)C3=O)cc1	1.6	-18	nt	nt	nt	0	nt
O=C(N[C@@H]1CC[C@H](CCNC(=O)C2CCCCC2)O[C@H]1CO)c1ccccn1	0.6	-5	nt	nt	21	9	-8
Cc1ccc(NC(=O)CN(C(=O)N2CCN(C)CC2)S(=O)(=O)c2ccc(C)cc2)cc1	-5.6	-11	7	nt	1	45*	2
COC(=O)CC1C(=O)NCCN1Cc1cn(-c2ccc(C)cc2)nc1-c1cccc(C)c1 (configuration not stated)	-0.4	6	24	2	-6	18	19
O=C(NCC1CCCCC1)c1cc([N+](=O)[O-])ccc1N1CCOCC1	4.3	3	1	nt	7	1	?
Cn1c(-c2ccccc2)c(Sc2ccccc2)c2cc(-c3ccc4[nH]ccc4c3)ccc21	7.0	0	-19	nt	-1	-3	-6
Cc1c(C(=O)NC2CCC(C)CC2)oc2ccccc12 (configuration not stated)	2.2	-184	2	-5	-78	-4	16
Cc1cnc(C=O)c2cccc([N+](=O)[O-])c12	2.4	-4	6	-3	-6	8	-9
Oc1ccc(Cl)cc1CNc1cnc2ccccc2c1	-2.5	9	-2	3	-37	-17	?
Cn1c(CNC(=O)C(Cc2ccccc2)NC(=O)c2ccccc2)cc(=O)n(C)c1=O (configuration not stated)	-1.8	4	5	nt	1	-7	-5
CCc1ccc(C(C(=O)NC2CCCC2)N(CCOC)C(=O)CCC(=O)Nc2cc(C)on2)cc1 (configuration not stated)	1.8	8	6	7	3	18	10
CCn1cc(C(=O)N(C)Cc2ccc(OC(F)F)cc2)c(=O)c2ccc(C)nc21	6.1	-20	5	-16	0	-7	-6
Cc1cc(NC(=O)CS(=O)(=O)c2cn(Cc3cccc(C(F)(F)F)c3)c3ccccc23)no1	2.4	26	-6	2	12	-16	2
CCc1c(C)sc(NC(=S)NC(C)C2CCCO2)c1C(=O)OC (configuration not stated)	0.2	14	4	nt	-9	-12	-2
CCCc1cc(=O)oc2c(C)c(OCC(=O)Nc3ccccn3)ccc12	0.2	-74	-3	-3	-23	-1	2

Rows are unselected; overall some 3.9% were active at least once.
